# Screening results: PubChem BioAssay, Fisher Drug Discovery Resource Center
# mcGAS lum – blocks mouse cGAS activity | recombinant cGAS, Kinase-Glo ATP depletion luminescence | inhibition, % at 12.5 µM | 0.15% of 160,000 active | AID 1259399;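 also: 0% = negative control wells and 100% = reference inhibitor with no enzyme activity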
# hcGAS inh – human cGAS inhibition; recombinant h-cGAS, ATP depletion, Kinase-Glo luminescence; inhibition, % at 12.5 µM; 0.081% of 290,000 active; Q8N884;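 also: 0% = vehicle reaction and 100% = reaction without DNA for no activity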
# Target sequence (Q8N884 whole entry, looked up): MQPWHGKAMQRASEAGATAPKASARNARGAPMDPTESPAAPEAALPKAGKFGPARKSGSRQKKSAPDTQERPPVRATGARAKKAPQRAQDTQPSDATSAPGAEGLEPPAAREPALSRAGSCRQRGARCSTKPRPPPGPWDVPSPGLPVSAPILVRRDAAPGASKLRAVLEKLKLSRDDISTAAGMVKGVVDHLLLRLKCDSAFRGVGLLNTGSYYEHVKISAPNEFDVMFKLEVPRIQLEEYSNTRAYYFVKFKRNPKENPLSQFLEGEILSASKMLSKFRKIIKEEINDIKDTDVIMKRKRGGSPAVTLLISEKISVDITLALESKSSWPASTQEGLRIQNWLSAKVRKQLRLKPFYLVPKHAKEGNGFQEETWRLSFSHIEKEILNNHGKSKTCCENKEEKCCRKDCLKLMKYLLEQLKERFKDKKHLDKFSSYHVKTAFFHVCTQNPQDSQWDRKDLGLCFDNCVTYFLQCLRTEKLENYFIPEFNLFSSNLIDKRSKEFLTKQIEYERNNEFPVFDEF
# NPYLR7 ag – activates Aedes aegypti NPYLR7 receptor | HEK293T NPYLR7/Galpha15, GCaMP6s calcium fluorescence | activation, % at 10 µM | 0.15% of 270,000 active | AID 1259423; in the data active = activation above about 40%;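 also: 0% = vehicle and 100% = reference agonist at the receptor; some compounds past the cut are filed as inactive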
# * = called active by the depositor; . = no result given; & = joins results of further samples. Rule as the data show it, unless noted: active = inhibition above about 40%; inactive = the rest. Rows are unselected; overall some 0.29% were active at least once.
molecule,mcGAS lum,hcGAS inh,NPYLR7 ag
COc1ccc(Br)cc1C(=O)Nc1cc(-c2nc3ccccc3o2)ccc1Cl,0,5,-1
COc1cccc(-c2cc(C(=O)NCCCN3CCOCC3)c(C)n2-c2ccccc2F)c1,-6,-9,-3
COc1cccc(NC(=O)CSc2cn(CC(=O)N3CC(C)OC(C)C3)c3ccccc23)c1 (stereo not given),-6,-1,-5
CNC(=O)c1ccc(CN2CCC=C(CNC(=O)N3CCCC3)C2)o1,.,-2,28
CCOc1ccc(C(=O)Oc2c(I)c(OCC)cc(OCC)c2C(C)=O)cc1,.,0,-2
CN1CC(C(=O)Nc2ccc3nc(C4CC4)oc3c2)CC1=O (stereo not given),.,-11,2
CN(CC1COc2ccccc2O1)C(=O)c1ccc(N2CCCOCC2)nc1 (stereo not given),-15,-8,6
COCCN(CC(=O)Nc1nc(CC(=O)NCc2ccc3c(c2)OCO3)cs1)C(=O)c1ccccc1,-4,-1,13
CC(C)CN(C)C(=O)c1ccc(C(C)C)cc1O,-1,3,1
Cc1nsc(NC(=O)N2CCOc3ccc(Cl)cc3C2)n1,.,-5,-3
O=C(Nc1ccccc1)Nc1ccc(N2CCCC2)c(C(=O)NCCc2ccccc2)c1,-5,3,-4
C/C(=C/C(=O)N(Cc1ccco1)c1ccc(F)cc1)C1CC1,.,-1,-2
COc1ccc(OC)c(S(=O)(=O)N2CCN(c3ncccc3C(=O)NCc3cccs3)CC2)c1,-7,-4,19
COc1ccc(C(=O)N(Cc2ccccc2)C2CCC(NC(=O)C3CCN(S(=O)(=O)c4ccccc4)CC3)CC2)cc1 (stereo not given),-9,-8,19
Cn1cccc1CN1CCC(C(=O)NC(c2ccc(-c3ccccc3)cc2)c2cnccn2)CC1 (stereo not given),5,6,-18
O=C(NNC(=O)c1cc2ccccc2cc1O)c1cccs1,-2,-5,-1
CCOC(=O)c1csc(CSc2nnc(Cc3ccccc3)n2-c2ccc(C)cc2)n1,-9,-4,.
CC(c1cccc(Cl)c1)N(C)CCC(=O)N1CCC1 (stereo not given),.,-13,9
C=CCn1c(-c2ccc(OC)cc2)n[nH]c1=S,.,-3,7
CC(=O)c1ccccc1-c1cnc(-n2cnnc2)cc1C,.,-4,-4
Cc1ccc(S(=O)(=O)NC(C)c2ccc(C)o2)c(Br)c1 (stereo not given),-8,-12,0
CCOC(=O)c1cc(Cl)c(OCC(=O)NC(C)C)c(Cl)c1,-7,-3,-1
Cc1cc(C)n(CC(=O)NC2CCCN(C3CCN(C)CC3)C2)n1 (stereo not given),.,-11,3
Cc1[nH]nc2c1C(c1ccc([N+](=O)[O-])cc1)C(C#N)C(=N)O2 (stereo not given),-5,-5,4
Cc1cccc(-n2ccnc2-c2cnc(NCC3CCCO3)nc2)c1 (stereo not given),-13,1,2
CCCOc1ccc(NC(=O)CC2SC(N3CCOCC3)=NC2=O)cc1 (stereo not given),.,-6,-7
CCc1nc(CN2CC[C@@](C)(O)[C@@H](Cc3ccccc3)C2)c(C)[nH]1,.,-9,0
COc1cccc(OC)c1CNC(=O)CC1NC(=O)c2ccccc21 (stereo not given),.,-9,-2
Cc1cc(CN2CCC(n3cc(-c4cc(F)cc(F)c4)nn3)CC2)n[nH]1,.,-4,16
CCCOc1ccccc1C1C(C(=O)OCCOCC)=C(C)NC2=C1C(=O)CCC2 (stereo not given),-4,-4,4
O=C(Cc1ccccc1)Nc1c(F)cccc1C(=O)O,-16,-10,8
Cc1ccc(S(=O)(=O)N2CCCC2c2nc3ccccc3[nH]2)c(C)c1 (stereo not given),-8,-5,-1
CCOc1ccc(-c2cc(C(=O)N/N=C\c3ccc(O)c(OC)c3)[nH]n2)cc1,-5,-6,4
COC(=NCC(C)C)NC(=O)c1ccccc1C,-4,-4,12
COC(=O)C1=C(C)N(C)C(=S)NC1c1ccc(NS(=O)(=O)c2ccc(C(C)(C)C)cc2)cc1 (stereo not given),-6,-3,12
CCc1cnc(C)nc1N1CCN(C2CC(C)(C)NC(C)(C)C2)CC1,-6,-6,.
Cc1ccc(-n2c(Cc3ccccc3)nnc2SCC(=O)NCc2ccccc2)cc1,-7,-7,.
CC(=O)N(O)[C@@H]1c2cc(C#N)ccc2OC(C)(C)[C@H]1O,.,-4,-4
CC1CN(C)CCN1C(=O)c1cn(C)nc1-c1cccnc1 (stereo not given),.,-8,1
CCCCCCCC(=O)N(CCOC)CC(=O)N(CCc1c[nH]c2ccccc12)Cc1ccc(F)cc1,-4,-2,15
CCN(CC)c1ccc(NC(=O)CSc2nnc(CN3CCCC3)n2-c2ccccc2)cc1,-8,-8,-2
CCOC(=O)CNC(=O)CSc1nc(=O)n2cc(C)ccc2n1,-7,-9,5
CC1(C(=O)NCC(F)(F)F)CCN1C(=O)c1ccccc1CCc1ccccc1 (stereo not given),-5,-8,11
CCOc1ccc(C(C2Sc3nc(C)nn3C2=O)N2CCC(C(=O)OC)CC2)cc1 (stereo not given),-6,-9,0
CN(C)CCN(C(=O)c1ccc([N+](=O)[O-])o1)c1nc2cc3c(cc2s1)OCCO3,-6,-4,-3
CC(=O)OC12CC3CC(C1)CC(C(=O)NCC1CCN(C)C1)(C3)C2 (stereo not given),-14,-2,1
C=CCc1cccc2cc(C(=O)Nc3sc(C)c(C)c3C#N)c(=O)oc12,-1,-3,-10
COc1ccc(-c2nc3ccc(C)cn3c2NC(=O)COCc2ccccc2)cc1,-5,-2,-2
Cc1ccc(COC2C[C@](OCc3ccccc3C)(C(=O)NCCN3CCOCC3)C[C@H]3OC(C)(C)O[C@@H]23)cc1 (stereo not given in full),-5,2,4
Cc1ccc(C(=O)Nc2ccc(N(C)C)cc2)s1,.,-15,2
O=C(COc1ccc(Cl)cc1)NCC1CCN(c2nc(Cc3ccc(F)cc3)ns2)CC1,-5,-7,17
Fc1ccc(Cn2cccc2CN(Cc2cccc(C(F)(F)F)c2)CC2CCCCC2)cc1,-4,-9,22
COC(CNC(=O)c1c(O)nc2sccn2c1=O)OC,-4,-7,-2
O=C(CSc1ncccc1C(=O)O)NC12CC3CC(CC(C3)C1)C2,-17,-3,-4
CN(C)c1nc2c(c(N3CCCC4(CC3)CNC(=O)O4)n1)CCCC2 (stereo not given),-15,-10,4
CCCC(=O)OCC(O)CN(Cc1ccco1)Cc1c(-c2ccccc2)noc1N1CCCCC1 (stereo not given),-6,-4,10
CCOc1cc(C2Nc3ccccc3N=C3CC(C)(C)CC(=O)C32)ccc1OC(C)=O (stereo not given),-1,-1,0
CCC(C)C(NC(=O)Nc1ccccc1F)C(=O)Nc1nnc(-c2ccc(Cl)cc2)s1 (stereo not given),-4,-2,-4
O=C(NCc1ccc(Cl)cc1)c1c(O)nc2sccn2c1=O,16,-5,-1
CN1CCCCC1CCNC(=O)c1ccc(NCc2cccc(F)c2)nc1 (stereo not given),.,-7,17

# Random excerpt: six compounds from above
molecule,mcGAS lum,hcGAS inh,NPYLR7 ag
O=C(NNC(=O)c1cc2ccccc2cc1O)c1cccs1,-2,-5,-1
CCOc1ccc(C(C2Sc3nc(C)nn3C2=O)N2CCC(C(=O)OC)CC2)cc1 (stereo not given),-6,-9,0
CCOC(=O)c1cc(Cl)c(OCC(=O)NC(C)C)c(Cl)c1,-7,-3,-1
COc1cccc(OC)c1CNC(=O)CC1NC(=O)c2ccccc21 (stereo not given),.,-9,-2
COC(=NCC(C)C)NC(=O)c1ccccc1C,-4,-4,12
CN1CCCCC1CCNC(=O)c1ccc(NCc2cccc(F)c2)nc1 (stereo not given),.,-7,17

# (cont.)
molecule,mcGAS lum,hcGAS inh,NPYLR7 ag
N#Cc1c(Cl)nsc1N1CCC(C(=O)Nc2ccccc2)CC1,.,-10,8
COc1ccc(-n2c(O)c(C=Nc3ccc(F)cc3)c(=O)[nH]c2=O)cc1,-5,-1,-11
COC(=O)c1ccc(COc2cccc3ccc(N4CCC(C(N)=O)CC4)nc23)cc1,-10,-5,7
COc1ccccc1N1CCN(c2ccc(NC(=O)Nc3ccc(Br)cc3)cc2C(=O)NC2CC2)CC1,-5,-14,-8
CC1(C)CNC(=O)CN(C(=O)COc2ccccc2)C1,-5,-2,26
Cc1cc(C)cc(C(=O)N2CCC3(CCN(C)C3=O)CC2)c1,.,-4,5
CN(C)c1ccc(CNS(=O)(=O)c2cc3c(cc2Br)OCCO3)cc1F,.,-12,7
O=C1/C(=C\c2cc(Br)ccc2O)SC(=S)N1Cc1ccccc1,0,-3,-5
COc1ccc(C)c2sc(NC(=O)c3ccccc3S(C)(=O)=O)nc12,.,-12,0
COCCN1CC(C(=O)NCc2scnc2-c2ccccc2)CCC1=O (stereo not given),.,4,-1
Cn1nc(C2CCC2)cc1NC(=O)c1cc(Br)cnc1Cl,.,-7,-1
Cc1cccc(-c2nc(C)c(C(C)C)c(N3CCN(C(=O)C(C)Cl)CC3)n2)c1 (stereo not given),-4,-5,.
O=C(Cn1cnc2c(Cl)cc(Cl)cc2c1=O)C12CC3CC(CC(C3)C1)C2,-4,-1,1
CC(C)n1cc(C(=O)N2CCN(CC(=O)NC3CCCC3)CC2)c2nn(-c3ccccc3)c(=O)c-2c1,-6,-5,-5
O=C(NCCc1nc(C(F)(F)F)cs1)N1CCCCCC1,.,-8,4
CO[C@@]1(NC(=O)C(C(=O)O)c2ccc(O)cc2)C(=O)N2C(C(=O)O)=C(CSc3nnnn3C)CO[C@@H]21 (stereo not given in full),.,-6&6,-5&2
CCN(C(=O)c1cc(C)c(-c2ccc(F)cc2)s1)C1CCC1,.,-10,1
CCCCN(CC(=O)N1c2ccccc2-n2cccc2C1c1ccc(OC)cc1)C(=O)Nc1ccc(Cl)c(Cl)c1 (stereo not given),-6,-8,18
COc1ccc(-c2csc(=Nc3ccccc3C(F)(F)F)n2Cc2ccccn2)cc1,-1,-1,4
O=C(COc1coc(CN2CCc3ccccc32)cc1=O)N1CCOCC1,-6,-3,11
CCCCC(CC)COCCCNC(=O)c1ccc(-c2ccc3c(c2)OCO3)s1 (stereo not given),0,-2,-2
Cc1c(C(=O)Nc2ccncc2)cnn1Cc1ccccc1,.,7,-2
COc1ccc(CN(C)Cc2nc(-c3ccc(C)s3)oc2C)c2cccnc12,-4,-3,-8
COc1cc(CSc2nncn2C)c(OC)cc1Br,.,-9,-1
Cc1nn(-c2ccc(F)cc2)c(C)c1C(=O)NC[C@@H]1CCNC[C@H]1O,-11,-6,7
CC(C)(C)c1cc(C(=O)O)nn2cnnc12,-7,-4,-7
Cc1nc(COP(=O)(O)O)cc(CN(CCN(CC(=O)O)Cc2cc(COP(=O)(O)O)nc(C)c2O)CC(=O)O)c1O.[Mn],.,-6,0
Cc1cccc(CS(=O)(=O)NCC(c2ccsc2)N(C)C)c1 (stereo not given),-7,-4,11
COc1cc(C2C(C(=O)OC3CCCC3)=C(C)NC3=C2C(=O)CCC3)cc(Cl)c1O (stereo not given),-3,-4,-4
CC(C)CS(=O)(=O)Nc1ccc2c(c1)C(=O)Nc1ccccc1O2,.,4,-3
CNC(=O)[C@@]1(OCc2cccc(F)c2)CC(OCc2ccccc2F)[C@H](O)[C@H](O)C1 (stereo not given in full),-7,-2,7
Cc1ccc(-n2ncc3c(=O)n(NC(=O)c4cccc5ccccc45)cnc32)cc1C,.,-11,3
Cc1ccc(Cn2nc(C)c3cc(C(=O)N4CCCC(C(N)=O)C4)sc32)cc1 (stereo not given),.,-12,1
CCOC(=O)C1CSC2(C(=O)Nc3ccccc32)N1C(=O)Nc1ccc(F)cc1 (stereo not given),-6,-2,.
N#CCc1nnc2n1CCCCC2,-3,-4&1,1&4
COc1cccc(N2C(=O)CSC2c2cccc(NC(=O)c3cccc([N+](=O)[O-])c3)c2)c1 (stereo not given),-8,-1,2
Cc1[nH]nc(-c2ccc(F)cc2)c1NC(=O)C(C)(C)C,.,-15,5
CC(C)Nc1ncccc1C(=O)Nc1ccccc1,-5,-4,-5
CCOC(=Nc1sc2c(c1-c1nn[nH]n1)CC(C)(CC)OC2)OCC (stereo not given),.,-5,2
O=C(NC1CCC(n2cnnc2)CC1)c1ccc2cccnc2n1 (stereo not given),-11,-9,.
Cc1nn(CC(=O)NC(C)C)c(C)c1S(=O)(=O)N(C)C,.,-6,5
Cc1cc(C(C)(C)C)cc(C)c1S(=O)(=O)NCc1nncn1C,.,-6,18
COc1ccc(Cn2c(C3C4CCCCC43)n[nH]c2=S)cc1 (stereo not given),.,-2,-12
Cc1ccc(C(=O)Nn2cnc3c(cnn3C(C)(C)C)c2=O)cc1[N+](=O)[O-],.,-10,9
CC(C)(C(=O)N1CCN(c2ccc(S(C)(=O)=O)cc2[N+](=O)[O-])CC1)c1ccccc1,-5,-2,1
CCc1ccc(-c2cc3c(=O)n(Cc4ccc(C)cc4)ccn3n2)cc1,-6,-2,-1
N#Cc1nncn1CN1CCN(S(=O)(=O)c2cc(C(F)(F)F)cc(C(F)(F)F)c2)CC1,.,-6,14
Cc1ncoc1C(=O)N1CCc2c([nH]c3ccccc23)C1c1ccccc1F (stereo not given),-4,-3,-4
